Screening results: PubChem, several laboratories
Peg3 prom inh: inhibitors of Peg3 promoter; inhibition, % at 20 µM; HeLa PEG-Prom luciferase reporter, luminescence, overnight; actives 1.7% (n = 360,000);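 active means inhibition of at least 50% at 20 µM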
HIF-2a inh: inhibitors of HIF-2a; 786-0 RCC cells HIF-2a reporter, luciferase luminescence, overnight; inhibition, % at 18.8 µM; actives 0.72% (n = 360,000);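 active means inhibition of the luminescence signal of 40% or more relative to plate controls, in a single-dose primary screen at 18.75 µM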
Vif imaging: blocks HIV Vif function. HEK293T cells, Vif self-association by quenched fluorescence, imaging, 24 h. inhibition, % at 7.49 µM. actives 0.35% (n = 340,000). AID 602346; in the data active means inhibition above about 50%, passing the limit was not always enough; inconclusive means no clear call, values can overlap the other calls; inactive means below about 31%; further: some results filed as inactive read as strong as hits
aDG glyco act: alpha-DG glycosylation activation; Pro5-aDG cells, alpha-DG glycosylation AlphaScreen (IIH6); 0% Pro5, 100% B10-LARGE cell signal; AID 624168; activation, % at 10 µM; actives 0.22% (n = 360,000);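 active means activation of at least 8% versus controls, or a plate z-score of at least 8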;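 further: Pro5 are CHO cells carrying HIG-tagged alpha-DG that lacks glycosylation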
MITF TRPM1 inh: inhibitors of MITF-driven TRPM1 promoter in melanoma cells; inhibition, % at 12.5 µM; AID 488899; actives 0.83% (n = 330,000); SK-MEL-5 TRPM1 promoter luciferase, 24 h;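 active means mean inhibition across replicates of 60% or more, whatever share of single replicates reaches that level; inconclusive means some that reach 60%, reason not given; inactive means mean inhibition across replicates below 60%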; further: values of inactives mirror those of a sister screen read the other way
Granule exo inh: lytic granule exocytosis inhibition | actives 0.66% (n = 360,000) | TALL-104 LAMP-1 surface exposure, flow cytometry; cells stimulated with thapsigargin and PMA | inhibition, % at 10 µM;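 active means inhibition above about 55%, limit read from the data; inconclusive means no clear call, values can overlap the other calls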
NR2E3 ag-1: NR2E3 (human) agonism | GST-NR2E3/biotin-RetCOR TR-FRET, 1536-well | Q9Y5X4 | inhibition of corepressor binding, % at 4.78 µM | actives 0.12% (n = 320,000) | AID 2300;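 active means percent inhibition above the cutoff of mean plus 3 SD of all tested compounds, set per screening campaign, cut at about 20% in these data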;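 further: 0% = DMSO wells and 100% = biotin wells as full block of FRET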
Target sequence (Q9Y5X4 whole entry, looked up): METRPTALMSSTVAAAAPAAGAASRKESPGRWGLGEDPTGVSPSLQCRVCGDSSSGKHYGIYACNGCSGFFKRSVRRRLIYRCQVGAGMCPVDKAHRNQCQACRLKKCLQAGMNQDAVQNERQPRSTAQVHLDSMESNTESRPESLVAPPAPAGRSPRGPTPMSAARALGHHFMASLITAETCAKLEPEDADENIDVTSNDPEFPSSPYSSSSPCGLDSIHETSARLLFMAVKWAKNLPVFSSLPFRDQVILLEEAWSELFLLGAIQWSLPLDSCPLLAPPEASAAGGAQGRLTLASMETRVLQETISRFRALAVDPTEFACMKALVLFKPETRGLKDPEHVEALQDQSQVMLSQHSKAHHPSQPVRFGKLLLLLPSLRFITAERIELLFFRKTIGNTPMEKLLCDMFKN
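System: GST-tagged NR2E3 plus biotinylated RetCOR corepressor; Buffer or medium: pH 7.5 Tris-based buffer; Probe or stimulus: RetCOR corepressor, biotinylated, 7 nM; Doses: compound at 4.8 µM, single dose; Schedule: 5 h incubation at 4 °C; Technique: time-resolved FRET; Evaluation: percent inhibition of TR-FRET ratio; Replication: one well per compound, singlicate testing.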
iPSC survival up: enhancers of human iPSC single-cell survival; hiPSC single-cell survival, ATPlite luminescence; 100% = ROCK inhibitor wells, 0% = DMSO; survival enhancement, % at 20 µM; actives 0.044% (n = 360,000); in the data active means survival enhancement above about 18%;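 further: cells exposed to compounds for 16 hours before the ATP read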
PDI turbidity: PDI (human) enzyme inhibition; inhibition, % at 10 µM; PDI insulin aggregation turbidity, A650, 90 min; P07237; actives 0.052% (n = 350,000);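 active means mean inhibition across replicates of 30% or more, whatever share of single replicates reach that level; inconclusive means mean inhibition below 30% while every single replicate reaches 30%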;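 further: absorbance from insulin aggregation driven by PDI reduction with DTT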
CaV13 ICDI inh: Disruptors of the CACNA1D IQ motif to Ca2+-dependent inactivation inhibitor domain association, primary screening, Förster resonance energy transfer in intact living …; HEK cells, CFP/YFP FRET ICDI-IQ, plate reader, 10 min; percent FRET-ratio fall versus neutral wells; inhibition, % at 12.3 µM; actives 0.098% (n = 340,000);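 active means mean replicate inhibition of at least 30% and at least 1% of replicates passing that level; inconclusive means only one of the two criteria is met; inactive means neither criterion is met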;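 further: 0% = median of the neutral control wells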
NR2E3 ag-2: human photoreceptor-specific nuclear receptor agonism; Q9Y5X4; CHO-S Gal4-NCOR/VP16-NR2E3 two-hybrid, luciferase; inhibition of corepressor binding, % at 3.98 µM; actives 0.35% (n = 360,000); AID 602229;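 active means inhibition above the mean of all tested compounds plus 3 SD, cut at about 70% in these data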;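 further: 0% = DMSO with NR2E3 transfected cells and 100% = cells lacking NR2E3 construct; higher means lower luciferase signal from less NR2E3 corepressor binding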
* = called active by the depositor; ? = inconclusive; . = not tested or not shown.

Order of results: Peg3 prom inh, HIF-2a inh, Vif imaging, aDG glyco act, MITF TRPM1 inh, Granule exo inh, NR2E3 ag-1, iPSC survival up, PDI turbidity, CaV13 ICDI inh, NR2E3 ag-2
Cc1cc(OCc2ccccc2)ccc1/C(O)=C1/C(=O)C(=O)N(Cc2cccnc2)C1c1ccncc1 (configuration not stated)
→ -20.7, -19.8, -4.7, 0.1, 0.8, -7.9, 8.9, -0.2, -1.7, 0.7, -72.3
CCCCn1c(=S)[nH]c2cc(S(=O)(=O)N3CCOCC3)ccc21
→ -0.3, 10.6, -4.8, 0.3, 6.1, -2.4, ., 0.5, 1.3, -3.2, -13.6
COCC(C)NCc1cc(Br)ccc1OC (configuration not stated)
→ -7.2, 3.0, -7.3, 0.6, 0.5, -2.7, 2.6, -1.3, 1.2, -3.8, -11.7
COC(=O)C(C)Oc1cc(OC(C)C(=O)OC)c2c(-c3ccccc3)cc(=O)oc2c1 (configuration not stated)
→ 2.1, 7.0, -1.6, -0.1, 8.1, 62.7*, 0.5, 1.2, -1.5, -3.0, -14.2
CCCN1CCC(=O)N([C@H](CO)Cc2ccccc2)CC1
→ 5.8, 9.0, -0.6, -0.2, 0.2, 9.1, 1.5, 0.5, 9.2, -4.7, -2.5
CC(=O)C1=C(O)C2(C)c3c(O)c(C)c(O)c(C(C)=O)c3OC2CC1=O (configuration not stated)
→ 37.9, 11.4, -2.0, 0.0, ., -0.8, ., 0.8, 3.6, -7.2, -53.3
O=C(COc1ccc2ccccc2c1Br)N1CCN(c2ccccn2)CC1
→ 3.0, -4.0, 2.7, 0.6, 7.4, 0.1, 4.7, 3.9, 6.2, -7.1, -11.9
COc1ccc(NC(=O)C[C@H]2C(=O)N(c3ccccc3)C[C@@H]2C)cc1
→ -2.3, -3.7, ., 0.0, ., -7.2, ., -1.7, -10.7, -0.8, -14.3
COc1cccc2[nH]c(=O)c(-c3ccccc3)cc12
→ -435.1, -325.3, -3.6, 0.1, -88.8, -2.3, 0.0, 0.5, 12.0, -2.8, -148.8
CCCCc1cc(=O)oc2cc(OCC(=O)NCc3ccccn3)ccc12
→ 15.4, 4.7, -0.2, 0.3, -6.8, 0.0, -3.0, -0.6, -3.2, -12.8, -8.0
COc1ccc(CCNC(=O)CN(c2ccc(OC)c(OC)c2)S(C)(=O)=O)cc1
→ -0.3, 12.9, -11.1, 0.3, -2.8, 0.7, -0.1, 4.0, -0.5, -4.9, -11.6
O=C(Nc1cccc([N+](=O)[O-])c1)c1ccc(CN2CCOCC2)cc1
→ -75.7, -111.6, -6.6, -0.2, -27.5, -1.0, -1.1, 1.1, -2.8, -4.8, -0.1
Cc1ccc(NC(=O)c2ccccc2)cc1-n1cnnn1
→ 6.8, -7.0, -0.9, -0.6, 15.9, 3.6, 2.4, 3.7, -1.4, -4.9, -3.8
CCN(C(=O)COC(=O)c1cc2c(s1)CCCC2)c1c(N)n(Cc2ccccc2)c(=O)[nH]c1=O
→ 0.6, 1.7, 5.8, 0.1, 0.2, 2.8, ., -2.7, 6.5, -7.0, -36.0
COc1ccccc1C(C)Nc1nc(-c2cccnc2)nc2ccccc12 (configuration not stated)
→ 43.8, 13.1, -2.0, 0.0, 2.2, -9.9, 2.5, 0.0, 8.3, -3.0, 4.2
C=CCn1c(C)cc(C(=O)COC(=O)CCc2cc(OC)c(OC)c(OC)c2)c1C
→ 5.8, 1.5, 4.7, 0.0, -12.2, -14.7, ., -2.3, 2.5, -5.2, -7.4
CS(=O)(=O)N1CCN(C(=O)c2cccnc2)CC1
→ -9.1, 12.0, 17.5, 0.1, 3.8, -4.7, 4.6, 4.8, 10.4, -9.8, -11.4
O=C(c1cc(-c2ccccc2Cl)nc2ccccc12)N1CCC1
→ -3.5, 14.1, ?, -0.1, -5.6, -2.0, 1.8, -0.5, -8.9, -5.8, 0.0
c1ccc(CNc2ncnc3nc[nH]c23)nc1
→ 6.9, 3.9, 3.9, 0.1, 14.7, -6.7, 2.9, 2.1, -2.4, -7.5, -21.5
CNc1c(NS(=O)(=O)c2ccc(F)c(Cl)c2)c(=O)oc2ccccc12
→ 11.4, 0.3, 10.3, 0.1, 4.9, 0.9, 3.4, -0.2, -27.8, -2.6, -24.1
Cn1cc(/C=C2\SC(=O)N(c3ccc(O)cc3)C2=O)c2ccccc21
→ -230.0, -283.0, 1.8, 0.6, -77.8, 23.9, 4.2, -0.2, 4.5, -6.2, -100.5
Cc1cc(NS(=O)(=O)c2ccc(NC(=O)CSc3nc4ncccc4[nH]3)cc2)nc(C)n1
→ -6.0, 11.2, ., -0.1, 5.0, -4.5, 0.1, -0.2, -5.4, -4.7, -18.6
Cc1cc(C(=O)OCC(=O)Nc2cccc(S(N)(=O)=O)c2)c(C)o1
→ 0.1, 4.4, -3.5, 0.0, -1.5, -14.7, ., -0.7, 9.8, -1.5, -17.9
CCOC(=O)c1c(-c2ccc(C)o2)csc1NC(=O)COC(=O)c1ccc(NC(N)=O)cc1
→ 13.1, -3.6, 14.3, -0.4, 6.6, 5.7, -7.0, 4.8, -3.8, -5.9, -15.8

For convenience, part of the list above.
Order of results: Peg3 prom inh, HIF-2a inh, Vif imaging, aDG glyco act, MITF TRPM1 inh, Granule exo inh, NR2E3 ag-1, iPSC survival up, PDI turbidity, CaV13 ICDI inh, NR2E3 ag-2
CC(=O)C1=C(O)C2(C)c3c(O)c(C)c(O)c(C(C)=O)c3OC2CC1=O (configuration not stated)
→ 37.9, 11.4, -2.0, 0.0, ., -0.8, ., 0.8, 3.6, -7.2, -53.3
O=C(COc1ccc2ccccc2c1Br)N1CCN(c2ccccn2)CC1
→ 3.0, -4.0, 2.7, 0.6, 7.4, 0.1, 4.7, 3.9, 6.2, -7.1, -11.9
COc1ccc(NC(=O)C[C@H]2C(=O)N(c3ccccc3)C[C@@H]2C)cc1
→ -2.3, -3.7, ., 0.0, ., -7.2, ., -1.7, -10.7, -0.8, -14.3
COc1cccc2[nH]c(=O)c(-c3ccccc3)cc12
→ -435.1, -325.3, -3.6, 0.1, -88.8, -2.3, 0.0, 0.5, 12.0, -2.8, -148.8
CCCCc1cc(=O)oc2cc(OCC(=O)NCc3ccccn3)ccc12
→ 15.4, 4.7, -0.2, 0.3, -6.8, 0.0, -3.0, -0.6, -3.2, -12.8, -8.0
COc1ccc(CCNC(=O)CN(c2ccc(OC)c(OC)c2)S(C)(=O)=O)cc1
→ -0.3, 12.9, -11.1, 0.3, -2.8, 0.7, -0.1, 4.0, -0.5, -4.9, -11.6
O=C(Nc1cccc([N+](=O)[O-])c1)c1ccc(CN2CCOCC2)cc1
→ -75.7, -111.6, -6.6, -0.2, -27.5, -1.0, -1.1, 1.1, -2.8, -4.8, -0.1
Cc1ccc(NC(=O)c2ccccc2)cc1-n1cnnn1
→ 6.8, -7.0, -0.9, -0.6, 15.9, 3.6, 2.4, 3.7, -1.4, -4.9, -3.8
CCN(C(=O)COC(=O)c1cc2c(s1)CCCC2)c1c(N)n(Cc2ccccc2)c(=O)[nH]c1=O
→ 0.6, 1.7, 5.8, 0.1, 0.2, 2.8, ., -2.7, 6.5, -7.0, -36.0
COc1ccccc1C(C)Nc1nc(-c2cccnc2)nc2ccccc12 (configuration not stated)
→ 43.8, 13.1, -2.0, 0.0, 2.2, -9.9, 2.5, 0.0, 8.3, -3.0, 4.2
C=CCn1c(C)cc(C(=O)COC(=O)CCc2cc(OC)c(OC)c(OC)c2)c1C
→ 5.8, 1.5, 4.7, 0.0, -12.2, -14.7, ., -2.3, 2.5, -5.2, -7.4
